Sm TGR inh: S. mansoni TGR enzyme inhibition; Q962Y6; hit rate 3% among 360,000; AID 485364; purified TGR, DTNB reduction, TNB absorbance 405 nm; Potency, µM (doses to about 114 µM), without a hit: top-dose activity change, negative = inhibition, usual class: inhibitors; note: nearly all actives have a fitted effect of over 60% in size
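First, TGR (20 nM dispensed) and NADPH were mixed with compound. Second, a 15 min room-temperature incubation followed. Third, further NADPH and then DTNB were added to start the reaction. Finally, TNB absorbance was monitored kinetically.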
HCV inh: inhibitors of hepatitis C virus infection; Huh7.5.1 HCVcc-Cre infection, luciferase reporter, 44 h; Potency, µM (highest dose often 41.8 µM), for inactives: at the highest dose activity change, negative = inhibition, actives largely listed as inhibitors; hit rate 3.4% among 340,000
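Cells (1,000/well) were plated 4 h before compound, then infected with HCVcc-Cre virus (~0.5 moi). After 44 h further culture, infection was read as luciferase luminescence following a 15 min substrate incubation at room temperature.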
Pf growth 96h: P. falciparum growth inhibition at 96 hour, primary screen for plastid delayed-death inhibitors | hit rate 6.9% among 320,000 | P. falciparum luciferase reporter growth, 96 h | Potency, µM (doses to about 28.7 µM), for the others: at the highest dose activity change, negative = inhibition, actives largely listed as inhibitors
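Readout is luminescence from an integrated firefly luciferase in P. falciparum. Red cells, 2% hematocrit and 0.05% parasitemia final, were cultured with compound through two parasite generations (96 hours) at 37 C, 5% CO2.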
LmPK inh: LmPK (Leishmania mexicana) enzyme inhibition; Q27686; purified LmPK, Kinase-Glo ATP luminescence, 1 h; Potency, µM (top dose mostly 57.5 µM), for inactives: at the top dose activity change, negative = inhibition, actives largely listed as inhibitors; hit rate 0.37% among 290,000; AID 1721
Target sequence (Q27686 whole entry, looked up): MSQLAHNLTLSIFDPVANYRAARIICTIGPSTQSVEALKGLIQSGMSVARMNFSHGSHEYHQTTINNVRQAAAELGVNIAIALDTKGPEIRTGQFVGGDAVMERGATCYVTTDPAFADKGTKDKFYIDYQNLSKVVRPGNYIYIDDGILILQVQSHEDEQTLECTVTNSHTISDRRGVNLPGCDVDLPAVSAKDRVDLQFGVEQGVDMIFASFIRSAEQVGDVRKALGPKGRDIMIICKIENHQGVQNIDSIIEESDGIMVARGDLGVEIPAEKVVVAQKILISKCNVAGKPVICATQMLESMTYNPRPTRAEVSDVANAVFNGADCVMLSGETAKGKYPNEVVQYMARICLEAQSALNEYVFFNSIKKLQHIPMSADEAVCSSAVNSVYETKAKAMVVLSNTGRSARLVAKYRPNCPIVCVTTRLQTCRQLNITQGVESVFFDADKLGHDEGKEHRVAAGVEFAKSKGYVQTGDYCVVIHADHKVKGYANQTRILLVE
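Pyruvate kinase activity monitored as ATP production (luciferase luminescence). Conditions: 0.1 nM enzyme, 0.5 mM PEP, 0.1 mM ADP, 1 h, RT; normalized against uninhibited and no-enzyme wells.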
Tb PYK inh: T. brucei pyruvate kinase inhibition | Q57TT1 | TbPYK enzyme, Kinase-Glo Plus ATP luminescence, 45 min | Potency, µM (titrated, usually from 76.8 µM), for the others: top-dose activity, negative = inhibition, usual class: inhibitors | hit rate 0.12% among 410,000 | AID 624173; note: nearly all actives have a fitted effect of over 50% in size
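Activity of T. brucei pyruvate kinase was followed by Kinase-Glo Plus luminescence after the enzyme reacted 45 min at room temperature with 130 uM ADP (final) and substrate. Test compounds were added before ADP at multiple concentrations.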
Pf growth 48h: inhibits P. falciparum growth in the first generation, 48 h; hit rate 5.9% among 310,000; P. falciparum luciferase growth in erythrocytes, 48 h; Potency, µM (top dose mostly 28.7 µM), without a hit: at the highest dose activity change, negative = inhibition, most hits filed as inhibitors
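Growth was read as firefly luciferase luminescence after a 48 h, 37 C, 5% CO2 exposure of compounds to reporter-bearing P. falciparum cultures (0.1% parasitemia, 2% hematocrit final) in Albumax-supplemented RPMI 1640.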
Numbers without * were called inactive; ? = inconclusive; / = not tested or not shown; & = joins results of further samples; [ ] = another dose, or the depositor's remark. Calls come from the whole dose curve; as a rule, active = well fitted curve in the direction sought with a large enough effect; inconclusive = small, poorly fitted or top-dose-only effect, or another doubt; inactive = no such curve, though single readings can be large; an effect the other way counts as inactive or inconclusive. % is set by controls: 0 for no effect and ±100 for the full control effect; potency is the fitted concentration of half-maximal effect.

SMILES	Sm TGR inh	HCV inh	Pf growth 96h	LmPK inh	Tb PYK inh	Pf growth 48h
COc1ccc(C(=O)NCC(=O)N2CCN(C(=O)c3ccco3)CC2)cc1	?	8%	74%[activator]	-10%	-1%	54%[activator]
COc1ccc(CCNC(=O)CNC(=O)c2ccccc2Br)cc1OC	6%	16%	16%	-2%	5%	-6%
O=C1NCCN1C(=O)C12CC3CC(CC(C3)C1)C2	14%	5%	/	-3%	-1%	?
Cc1cc(CNCc2c(C(=O)N3CCCCCCC3)nc3ccc(Cl)cn23)nn1C	-19%	?	4%	8%	-3%	?
O=C(COc1ccccc1)NCCn1ccc2ccccc21	0%	12%	37%[activator]	1%	1%	-5%
CC(C)CC(=O)NCCNC(=O)c1cc(OCC(F)(F)F)ccc1OCC(F)(F)F	-6%	5%	/	3%	-11%	-2%
CC(=O)Nc1ccc(C(=O)OCc2ccccc2Cl)cc1	-1%	-12%	-82%	1%	3%	54%[activator]
CNC[C@H](O)c1cccc(O)c1	1%	0%[8.37 µM]	2%&9%	0%	-18%&0%	20%&0%
COc1ccnc(CSC(N)=Nc2cccc(C(F)(F)F)c2)c1	0%	36%[activator]	?	-1%	1%	?
COc1cc(/C=N/NC(=O)c2nonc2N)cc(OC)c1OC	0%	9%	-4%	-2%	-1%	12%
CCCCNC(=O)COC(=O)c1ccc(Cl)c(S(N)(=O)=O)c1	-1%	3%	/	-6%	-6%	9%
CC(C)(C)OC(=O)NCCCCCO	-6%	?	45%[activator]	/	-3%	-7%
COCCn1c(C)cc(C(=O)CSc2nnnn2C2CCCC2)c1C	-27%	-16%	39%[activator]	/	-4%	10%
Cc1ccc(S(=O)(=O)N2CCN(C(=O)C3CCN(C(=O)c4ccccc4C)CC3)CC2)cc1C	11%	?	?	4%	-2%	?
Cc1ccc(SC/C(O)=C(\C#N)c2nc3ccccc3n2C)cc1	0%	-3%	/	5%	-1%	37%[activator]
COc1cccc(CNCCc2c[nH]c3ccccc23)c1	?	0%	?	0%	12%	22%
CC(=O)Nc1ccc(OCC(=O)NC(C)c2ccc(F)cc2)cc1 (configuration not stated)	13%	-1%	3%	-2%	-3%	-6%
CCc1ccc(NC(=O)CC2C(=O)NCCN2C(=S)Nc2ccccc2)cc1 (configuration not stated)	1%	-16%	-19%	-2%	-9%	-16%
Cc1c(C#N)c(NC(=O)CCl)n(Cc2ccc(F)cc2)c1C	4.5µM*	?	?	9%	2%	?
Cn1c(NN)nc2sc3c(c2c1=O)CC(C)(C)OC3	0%	5%	9%	-3%	3%	?
CN1CCN(c2ccc(NC(=O)COc3ccc(Cl)cc3Cl)cc2)CC1	-24%	?	-19%	5%	-7%	-26%
O=C(Nc1ccccc1Cl)N1CCN(c2ncccn2)CC1	2%	4%	/	3%	-1%	14%
COc1cccc(-c2cc(C(=O)Nc3c(C)nn(Cc4ccccc4)c3C)no2)c1	11%	10µM*	?	1%	8%	?
NC(=S)N/N=C/c1ccc(-c2ccccc2)o1	-5%	-20%	49%[activator]	1%	-1%	?
Cc1ccc(OS(=O)(=O)c2ccc(-c3csc(C)n3)s2)c(C)c1	4%	?	18%	-5%	-23%	-9%
CCOCC(=O)Nc1nnc(Cc2ccc(OC)c(OC)c2)s1	2%	1%	/	0%	-8%	-17%
COc1ccc(S(=O)(=O)N=Nc2c(O)[nH]c3ccccc23)cc1	?	5%	8%	20%	-10%	1%
CC(C)CNC(=O)COC(=O)CNC(=O)c1cc(Cl)cc([N+](=O)[O-])c1	-8%	14%	4%	0%	4%	14%
CN(Cc1nc2ccccc2c(=O)[nH]1)Cc1nc2ccsc2c(=O)[nH]1	2%	-6%	?	-1%	-4%	?
CC(/C=C/c1ccccc1)=N\NC(=O)c1cc(C)nc2ccccc12	5%	-10%	-3%	5%	-3%	-1%
COc1ccc(COC(=O)CN2C(=O)NC3(CCCC3)C2=O)cc1F	2%	-6%	8%	/	-3%	?
Cc1c(C(=O)N2CCN(C(=O)c3ccco3)CC2)oc2c(Cl)cccc12	0%	?	?	/	-2%	?
CN1CCCCc2c1[nH]c1ccccc1c2=O	-2%	?	?	-22%	-5%	?
Cc1ccc(OCC(=O)n2nc(C)cc2C)c(C)c1	8%	-6%	0%	-13%	1%	-9%
COc1cccc2cc(C(=O)OCc3ccccc3)c(=O)oc12	-18%	0%	?	0%	-9%	-9%
COc1ccc(C(=O)Nc2nnc(SCC(=O)NC3CC3)s2)cc1	-13%	6%	?	-4%	2%	137%[activator]
Cc1cc(=O)oc2cc(Nc3ccccc3)ccc12	-3%	-27%	18%	-1%	-2%	113%[activator]
CN1CCN(C(=O)c2ccc(N(Cc3ccccc3Cl)S(C)(=O)=O)cc2)CC1	-5%	1%	-2%	-3%	1%	6%
CCc1cc(=O)oc2c(C)c(OCC(=O)N3CCC(C(=O)O)CC3)ccc12	-15%	-5%	3%	-10%	3%	23%
COc1cc(C(=O)NCC(c2cccnc2)N2CCN(c3ccccc3)CC2)cc(OC)c1OC (configuration not stated)	-13%	?	?	2%	-1%	13µM*

Quoted from the results shown, six compounds:
SMILES	Sm TGR inh	HCV inh	Pf growth 96h	LmPK inh	Tb PYK inh	Pf growth 48h
CN1CCN(c2ccc(NC(=O)COc3ccc(Cl)cc3Cl)cc2)CC1	-24%	?	-19%	5%	-7%	-26%
O=C(Nc1ccccc1Cl)N1CCN(c2ncccn2)CC1	2%	4%	/	3%	-1%	14%
COc1cccc(-c2cc(C(=O)Nc3c(C)nn(Cc4ccccc4)c3C)no2)c1	11%	10µM*	?	1%	8%	?
NC(=S)N/N=C/c1ccc(-c2ccccc2)o1	-5%	-20%	49%[activator]	1%	-1%	?
Cc1ccc(OS(=O)(=O)c2ccc(-c3csc(C)n3)s2)c(C)c1	4%	?	18%	-5%	-23%	-9%
CCOCC(=O)Nc1nnc(Cc2ccc(OC)c(OC)c2)s1	2%	1%	/	0%	-8%	-17%

3 records drawn at random from the list so far, as already listed:
SMILES	Sm TGR inh	HCV inh	Pf growth 96h	LmPK inh	Tb PYK inh	Pf growth 48h
CN(Cc1nc2ccccc2c(=O)[nH]1)Cc1nc2ccsc2c(=O)[nH]1	2%	-6%	?	-1%	-4%	?
CN1CCN(c2ccc(NC(=O)COc3ccc(Cl)cc3Cl)cc2)CC1	-24%	?	-19%	5%	-7%	-26%
CCc1cc(=O)oc2c(C)c(OCC(=O)N3CCC(C(=O)O)CC3)ccc12	-15%	-5%	3%	-10%	3%	23%

Rewritten with values under each structure: entries from further up
Values run as follows: Sm TGR inh	HCV inh	Pf growth 96h	LmPK inh	Tb PYK inh	Pf growth 48h
- Cn1c(NN)nc2sc3c(c2c1=O)CC(C)(C)OC3
    0%	5%	9%	-3%	3%	?
- CN1CCN(c2ccc(NC(=O)COc3ccc(Cl)cc3Cl)cc2)CC1
    -24%	?	-19%	5%	-7%	-26%

Further compounds.
SMILES	Sm TGR inh	HCV inh	Pf growth 96h	LmPK inh	Tb PYK inh	Pf growth 48h
CCc1cc(Cn2nc(-c3ccccc3C)cc2C(=O)O)on1	0%	2%	-17%	/	0%	33%[activator]
N#C/C(=C\c1cccs1)C(=O)c1ccccc1	-4%	7%	16%	-15%	-12%	15%
CCOC(=O)c1sc2nc(CSc3ccccc3)nc(N3CCCN(C)CC3)c2c1C	-32%	-78%	?	-4%	-18%	?
C[C@H](NC(=O)c1nc[nH]c1C(=O)N1CCN(c2ccccc2)CC1)C(=O)OC(C)(C)C	-29%	?	62%[activator]	1%	4%	30%
CCN(CC)CCN1c2ccccc2Sc2ccccc21	-5%	/	69%[activator]	-3%	24%	?
CCOC(=O)C1=C(N)Oc2cc(C)n(CCc3ccc(OC)c(OC)c3)c(=O)c2C1c1cccnc1 (configuration not stated)	-9%	-10%	10µM*	6%	-1%	2.3µM*
CCCCCCCCCn1c2c(c(=N)c3c1CCC3)CCC2	?	0.89µM*	0.13µM*	1%	-2%	0.29µM*
CCC(=O)N1N=C2C3CCN(CC3)C2C1c1ccccc1 (configuration not stated)	4%	3%	-2%	-3%	-13%	8%
CC(=NCc1ccc2c(c1)OCO2)c1c(O)n(Cc2ccccc2)c(=O)[nH]c1=O	-20%	-8%	?	7%	-2%	?
Cc1cccc(C)c1OCCCn1ccnc1	8%	2%	-13%	-9%	-2%	?
COc1ccc(CN2CCN(C(=O)c3cccs3)CC2)c(OC)c1OC	16%[11.4 µM]	19%	4%	7%	-9%	/
CCCCNC(=S)NCC(c1ccccc1)c1c[nH]c2ccccc12 (configuration not stated)	9%	?	?	0%	7%	?
CCSc1nnc(NC(=O)CSc2sc3c(O)cc(=O)[nH]c3c2C#N)s1	-26%	12%	1%	1%	-27%	2%
C=CCN(C)NC(=O)Nc1ccccc1	/	-9%	36%[activator]	1%	6%	-6%
N#Cc1c(N(CCO)CCO)nc(N)c2c(N)nc3c(c12)CC(=O)N3Cc1cccs1	-9%	1%	?	-3%	-7%	?
CCOc1ccc(CCNC(=O)Cn2c(=O)oc3ccccc32)cc1OCC	7%	17%	/	4%	0%	8.3µM*
N/C(=N\OCc1ccc([N+](=O)[O-])cc1)c1ccncc1	-1%	13%	164%[activator]	1%	-2%	177%[activator]
Cn1cc(C(=O)Nc2ccc(F)c(F)c2)cn1	-3%	9%	/	8%	0%	27%
Cc1ccc2c(c1)C(SCC(=O)NCCc1ccccc1)CC1(CCCC1)O2 (configuration not stated)	-15%	15%	-16%	-3%	-2%	-29%
Cc1c(C(=O)NCc2cccnc2)oc2c1C(=O)CC(C)(C)C2	-23%	15%	/	0%	11%	-14%
CC(C)(C)c1ccc(C(=O)NNc2ncccc2-n2cccc2)cc1	-2%	-11%	?	0%	10%	?

An excerpt from above, reduced to Pf growth 96h and Tb PYK inh:
Compound	Pf growth 96h	Tb PYK inh
CC(=NCc1ccc2c(c1)OCO2)c1c(O)n(Cc2ccccc2)c(=O)[nH]c1=O	?	-2%
Cc1cccc(C)c1OCCCn1ccnc1	-13%	-2%
COc1ccc(CN2CCN(C(=O)c3cccs3)CC2)c(OC)c1OC	4%	-9%

Bioassay records as filed in PubChem.

The order is random. Share with any hit: about 16%.
